# Screening data deposited in PubChem by National Center for Advancing Translational Sciences (NCATS).
# TDP43 rescue = qHTS of TDP-43 Inhibitors. TDP-43 expressing yeast growth rescue, BacTiter-Glo, 24 h. Potency, µM (series often up to 46.1 µM), for the others: at the highest dose growth rescue (activation), hits mostly activators. 1.8% of 410,000 active. AID 652104, 2013; also: % of control where 0% means no effect; nearly all actives have a fitted effect of over 50% in size
#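 Growth rescue of TDP-43-toxic yeast measured as ATP luminescence (BacTiter-Glo). Cells grown to mid-log in raffinose, induced in galactose at OD600=0.02, exposed to compound 24 hr at 30 deg C.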
# EPAC1 ag = qHTS for Agonist of cAMP-regulated guanine nucleotide exchange factor 3 (EPAC1): primary screen. Rap guanine nucleotide exchange factor 3 (Homo sapiens), O95398. EPAC1 agonist qHTS, biochemical assay; response scale: 100% = response to 6.5 mM cAMP. Potency, µM (doses to about 154 µM), for inactives: at the highest dose activation, usual class: activators. 0.073% of 360,000 active; also: nearly all actives have a fitted effect of over 60% in size
#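 Fluorescent GDP-exchange assay: 100 nM EPAC1 with 250 nM Rap1B preloaded with BODIPY-GDP and 50 uM GDP; compounds tested as concentration series, 5 min at room temperature, then read every 5 min for 30 min (ex 480/em 540 nm); normalized to 6.5 mM cAMP.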
# EPAC1 antagonist = qHTS for Antagonist of cAMP-regulated guanine nucleotide exchange factor 3 (EPAC1): primary screen; 0.14% of 360,000 active; AID 720709, 2013; Potency, µM (series often up to 115 µM), for the others: at the highest dose activity change, negative = inhibition, actives largely listed as inhibitors; EPAC1 GEF assay, Rap1b-BODIPY-GDP exchange fluorescence; Rap guanine nucleotide exchange factor 3 (Homo sapiens), O95398;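 also: plate controls were vehicle for no effect and positive control for full effect; nearly all actives have a fitted effect of over 50% in size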
# EPAC2 antag = qHTS for Antagonist of cAMP-regulated guanine nucleotide exchange factor 2 (EPAC2): primary screen; 0.18% of 360,000 active; Potency, µM (highest dose often 114 µM), without a hit: at the top dose activity, negative = inhibition, hits mostly inhibitors; AID 720708, 2013; Rap guanine nucleotide exchange factor 4 (Homo sapiens), Q8WZA2; EPAC2 GEF exchange of Rap1B-BODIPY-GDP, fluorescence; also: % is scaled to controls: 0 for no effect and ±100 for the full control effect; nearly all actives have a fitted effect of over 45% in size; many of its hits are not listed in these tables
# PTHR1 ag = qHTS for PTHR1 Agonists: Primary Screen; Parathyroid hormone/parathyroid hormone-related peptide receptor (Homo sapiens), Q03431; HEK293 GP2 PTHR1 cells, GloSensor cAMP luminescence, 1 h; Potency, µM (doses to about 115 µM), inactives show at the highest dose activation, most hits filed as activators; 0.075% of 410,000 active; also: nearly all actives have a fitted effect of over 55% in size; some results filed as inactive show a strong effect at the top dose; inactives centre near -15; many of its hits are not listed in these tables
# Target sequence (Q03431 whole entry, looked up): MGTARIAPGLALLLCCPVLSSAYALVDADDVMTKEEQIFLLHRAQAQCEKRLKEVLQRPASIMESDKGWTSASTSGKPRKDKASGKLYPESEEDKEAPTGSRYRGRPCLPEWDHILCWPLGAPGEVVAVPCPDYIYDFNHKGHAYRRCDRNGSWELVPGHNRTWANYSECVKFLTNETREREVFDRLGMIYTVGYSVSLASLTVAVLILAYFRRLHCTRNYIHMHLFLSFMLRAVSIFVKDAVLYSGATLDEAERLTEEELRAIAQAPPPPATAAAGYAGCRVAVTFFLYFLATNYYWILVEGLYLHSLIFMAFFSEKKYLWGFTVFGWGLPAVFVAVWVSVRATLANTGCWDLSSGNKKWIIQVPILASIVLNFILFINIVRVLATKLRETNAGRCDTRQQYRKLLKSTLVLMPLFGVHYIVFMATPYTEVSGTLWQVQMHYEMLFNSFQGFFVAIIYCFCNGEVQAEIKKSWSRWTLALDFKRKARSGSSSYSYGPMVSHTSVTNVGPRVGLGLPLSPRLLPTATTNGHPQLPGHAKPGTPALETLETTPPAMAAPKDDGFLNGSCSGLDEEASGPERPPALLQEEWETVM
#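 HEK-293-derived GP2 cells expressing PTHR1 and a GloSensor cAMP reporter, 3,000/well, plated overnight, given luciferin plus IBMX (each 0.5 mM as added) for 1 h at 37 °C, then compound for 1 h at 37 °C. Luminescence was read after 15 min at room temperature.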
# aSyn rescue = qHTS of alpha-syn Inhibitors. AID 652106, 2013. 0.14% of 370,000 active. Yeast expressing alpha-synuclein, growth rescue, BacTiter-Glo, 24 h. Potency, µM (doses to about 46.1 µM), for inactives: top-dose growth rescue (activation), hits mostly activators; also: % of control where 0% means no effect; nearly all actives have a fitted effect of over 65% in size
#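 Rescue of yeast growth: cells expressing toxic alpha-synuclein, induced in galactose at OD600 0.02, incubated with compound 24 h at 30 C. ATP luminescence quantified growth; inhibitors of toxicity appear as activators.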
# FUS suppressor = qHTS for Suppressors of FUS Proteinopathy: Primary screen using FUS-linked yeast assay. S. cerevisiae FUS-expressing, growth rescue, OD600, 24 h. Potency, µM (top dose mostly 76.6 µM), for the others: at the top dose growth rescue (activation), hits mostly activators. 0.24% of 390,000 active. AID 1347120, 2019;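 also: plate controls were DMSO vehicle for no effect and reference control for full effect; nearly all actives have a fitted effect of over 55% in size; some results filed as inactive show a strong effect at the top dose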
#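 Read-out: OD at 600 nm after 24hr at 30C, reporting rescue of FUS-induced yeast toxicity. Cells at OD 0.005 in galactose (2%) minimal medium; compounds tested in a dilution series; CP55940 titration from 92uM final as control.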
# EPAC2 ag = qHTS for Agonist of cAMP-regulated guanine nucleotide exchange factor 4 (EPAC2): primary screen. Rap guanine nucleotide exchange factor 4 (Homo sapiens), Q8WZA2. EPAC2 activation, biochemical qHTS; response scale: 100% = 6.5 mM cAMP response. Potency, µM (top dose mostly 154 µM), for the others: top-dose activation, actives largely listed as activators. 0.079% of 360,000 active. AID 720711, 2013; also: nearly all actives have a fitted effect of over 50% in size
#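 Nucleotide exchange monitored as fluorescence drop when BODIPY-GDP leaves Rap1B. Reaction: 100 nM EPAC2, 250 nM RAP1B-BODIPY-GDP, 50 uM GDP, room temperature, kinetic read over 30 min. Activity expressed relative to 6.5 mM cAMP.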
# An asterisk follows results filed as active; i = inactive; ? = inconclusive; . = not tested or not shown; & = joins results of further samples; [ ] = another dose, or the depositor's remark. Calls follow the shape of the dose curve; as a rule, active = well fitted curve in the direction sought with a large enough effect; inconclusive = small, poorly fitted or top-dose-only effect, or another doubt; inactive = no such curve, though single readings can be large; an effect the other way counts as inactive or inconclusive. Potency is read from the fitted curve at half-maximal effect. An excerpt; count on the stated rates, not on these rows.
# Order of values – TDP43 rescue	EPAC1 ag	EPAC1 antagonist	EPAC2 antag	PTHR1 ag	aSyn rescue	FUS suppressor	EPAC2 ag
COc1ccccc1NC(=O)Nc1nc(C(C)(C)C)cs1
 : -5%	2%	-13%	-9%	-29%	0%	1%	14%
COCCNC(=O)CSc1ccc(-c2nc3ccccc3[nH]2)cn1
 : 18%	-4%	13%	9%	-3%	2%	-26%	6%
O=C1c2cc(Cl)ccc2OC2(CCNCC2)C12CC(c1ccc(Cl)cc1)=NO2 (configuration not stated)
 : 8%	-22%	-22%	5%	i	-2%	-14%	3%
CC(C)C(=O)N1CCCC1(C)C(=O)NCc1ccc(Cl)cc1 (configuration not stated)
 : 9%	-12%	9%	0%	-46%[inhibitor]	3%	-28%	-3%
NNc1nc(C(F)(F)F)nc2ccccc12
 : 0%	4%	2%	5%	i	1%	-6%	1%
COC(=O)CN(c1nc(C)c(Cl)c(OC)n1)S(=O)(=O)c1ccc(C)cc1
 : -10%	6%	3%	4%	-13%[57.5 µM]	-3%	31%	16%
O=C(c1cc(=O)c2cc(Cl)ccc2o1)N1CCN(Cc2ccccc2)CC1
 : -4%	2%	1%	5%	i	13%	5%	-4%
COc1ccc(CC(=O)N(C)C2CCCCC2)cc1S(=O)(=O)N1CCOCC1
 : 22%	2%	-7%	-4%	i	-4%	4%	8%
COc1ccc(Cn2c(C3CCCCC3)nc3c(c(=O)c4ccccc4n3C)c2=O)cc1
 : -12%	2%	-20%	-3%	-38%[inhibitor]	9%	22%	6%
CCOC(=O)c1sc(NC(=O)CSc2nc(-c3ccco3)cc(C(F)(F)F)n2)c(C#N)c1C
 : -19%	4%	-3%	6%	-17%[57.5 µM]	0%	4%	-6%
CC1=CC(C)[C@@H]2COC(c3ccc(O)cc3)[C@H]1C2C (some centres not stated)
 : 11%	2%	-11%	-15%	i	2%	-10%	17%
CC(C)CC1C(=O)N(Cc2cn(CC3CCCCC3)nn2)CCS(=O)(=O)N1Cc1ccc(-c2cccc(C#N)c2)cc1 (configuration not stated)
 : 18%	-10%	-15%	1%	-21%	15%	?	9%
CC1CCCCC1NC(=O)CSc1nnc(COc2ccc(Cl)cc2)o1 (configuration not stated)
 : 0%	-3%	16%	4%	i	3%	-6%	-2%
Cc1csc(SCC(=O)N(c2ccccc2)C(C)C)n1
 : 2%	0%	-16%	-4%	i	-4%	0%	2%
COc1ccccc1-c1nnc(SCC(=O)Nc2ccc(S(N)(=O)=O)cc2)n1N
 : 8%	-3%	17%	14%	-24%	-5%	-25%	2%
O=C(NCC(=O)N1CCN(Cc2c(F)cccc2Cl)CC1)c1cccc(Cl)c1
 : 0%	1%	-24%	-13%	-62%[inhibitor]	-1%	8%	11%
CCCCN(CC)S(=O)(=O)c1ccc2c(c1)CCCN2C(C)=O
 : 11%	0%	-5%	3%	-7%[57.5 µM]	4%	26%	-2%
CCCCCCOc1ccc(N2C(=O)CC(N(CCc3ccc(S(N)(=O)=O)cc3)C(C)=O)C2=O)cc1 (configuration not stated)
 : -12%	-3%	-8%	-20%	-21%	1%	31%	-6%
Cn1c(=O)c2cc(NC(=O)NCCc3cccs3)ccc2n1-c1ccc(C(C)(C)C)cc1
 : 0%	3%	-24%	-1%	-37%[inhibitor]	3%	-2%	-6%
CC(C)(C)n1nnnc1C(c1cccnc1)N1CCN(c2ccccc2F)CC1 (configuration not stated)
 : -12%	0%	0%	6%	-18%[57.5 µM]	0%	10%	?
O=C(c1ccc2nc(Cc3cccc(Cl)c3)oc2c1)N1CCC(O)CC1
 : 15%	13%	-11%	-7%	i	2%	9%	12%
O=C(N[C@H]1CCC(=O)N([C@H](CSc2ccccc2)Cc2ccccc2)CC1)OCc1ccccc1
 : 2%	6%	-11%	3%	-12%	15%	33%	12%
CCCCCc1c(-c2ccccc2F)ncn1CCc1ccccc1OC
 : ?	-9%	-21%	?	-85%[inhibitor]	-6%	20%	0%
CCOc1ccc(N2CC(C(=O)Nc3c(C)n(C)n(-c4ccccc4)c3=O)CC2=O)cc1 (configuration not stated)
 : 2%	-1%	6%	12%	i	3%	0%	1%
O=C(C1CCCCN1S(=O)(=O)c1ccccc1)N1CCN(Cc2ccccc2)CC1 (configuration not stated)
 : -15%	7%	17%	1%	-5%	0%	20%	6%
COc1ccccc1CNCC(=O)Nc1ccc(C(F)(F)F)cc1
 : 11%	3%	-2%	-2%	-16%	-1%	-1%	6%
Cc1occc1C(=O)Nc1nnc(-c2ccncc2)s1
 : -1%	-3%	2%	-3%	i	0%	-2%	4%
Cc1ccccc1C(=O)N1CCC(C(=O)NN2C(=O)NC3(CCCCC3)C2=O)CC1
 : 13%	-11%	-2%	14%	?	3%	-18%	11%
COc1ccc(CCNC(=O)c2c(C)nn(CC(C)C)c2Cl)cc1
 : ?	1%	7%	-5%	-28%	1%	-1%	1%
Cc1cc(N)n(-c2ccc(Oc3ccccc3)c(S(=O)(=O)O)c2)n1
 : -3%[9.22 µM]	-5%	-6%	2%	0%	5%	25%	7%

# (more compounds)
# Order of values – TDP43 rescue	EPAC1 ag	EPAC1 antagonist	EPAC2 antag	PTHR1 ag	aSyn rescue	FUS suppressor	EPAC2 ag
Cc1nn(CC(=O)NCc2ccccc2)c(C)c1[N+](=O)[O-]
 : 4%	-7%	12%	9%	-4%[57.5 µM]	1%	-19%	7%
Cc1cc(NC(=O)CSc2nc(-c3ccc(Br)cc3)nc3c2c(=O)n(C)c(=O)n3C)no1
 : 20%	8%	-2%	2%	-1%	1%	.	1%
O=C(CNCc1ccccn1)N1CCc2ccccc2C1
 : -22%	3%	1%	2%	i	-2%	23%	16%
CCOc1ccc(N(CC(=O)Nc2cccnc2)S(C)(=O)=O)cc1
 : 1%	5%	-21%	-6%	-20%	-11%	0%	1%
CCOc1ccc2[nH]c(=O)c(C(c3nnnn3Cc3ccco3)N3CCN(C)CC3)cc2c1 (configuration not stated)
 : -4%	1%	12%	4%	-6%	-7%	3%	6%
Cc1cc(C)c2nc(N3CCCC3)c(C#N)cc2c1
 : 5%	5%	-6%	-3%	-4%	-1%	4%	8%
CC(C)Oc1ccc(C2CC(=O)NC3=C2C(=O)CCC3)cc1 (configuration not stated)
 : -8%	-5%	-4%	-1%	i	1%	-20%	-9%
Cc1ccsc1C(=O)OCc1csc(-c2ccccc2)n1
 : -12%	13%	-10%	-6%	-30%	-25%	12%	5%
C=C(C)Cn1c(NCCOC)nc2c1c(=O)[nH]c(=O)n2C
 : 3%	1%	1%	1%	-5%[57.5 µM]	8%	-20%	-1%
CC(C)c1ccc(C(C)NC(=O)C2CCCC2)cc1 (configuration not stated)
 : -10%	-5%	-19%	-1%	-48%[inhibitor]	2%	-33%	3%
Cc1cc(/C=C(/C#N)c2nc3ccccc3[nH]2)c(C)n1-c1cc(C(=O)O)cc(C(=O)O)c1
 : -10%	11%	-14%	-4%	i	-3%	?	9%
Cc1ccccc1Oc1nc2c(C)cccn2c(=O)c1/C=C(\C#N)C(=O)Nc1c(C)n(C)n(-c2ccccc2)c1=O
 : 11%	3%	?	-1%	i	-2%	.	2%
COCCn1cnc2c(c1=O)c1nc3ccccc3nc1n2/N=C/c1ccco1
 : -6%	-3%	-9%	1%	-15%	-2%	-20%	-2%
CC1=C(C(=O)N(C(C)C)C(C)C)CC(CC(=O)NC2CCCC2)C(=O)N1Cc1ccc(C(C)(C)C)cc1 (configuration not stated)
 : ?	-10%	-2%	-2%	-17%	-2%	?	-12%
CSc1nnc(-c2ccc(S(=O)(=O)N3CCCCC3)cc2)o1
 : -10%	1%	-13%	6%	i	1%	12%	3%
COc1ccc(-c2ccc(OC)c([C@H]3[C@@H]4C=CCC[C@@]4(C)C(=O)N3Cc3ccccc3)c2)cc1OC
 : 16%	-20%	-12%	-19%	i	4%	42%	6%
CCN(C[C@H]1N[C@@](C)(C(=O)OC)[C@H]2C(=O)N(Cc3ccccc3)C(=O)[C@@H]12)C(=O)c1ccccc1
 : -1%	0%	?	-7%	i	2%	3%	2%
CC(=O)Nc1ccc(N2S(=O)(=O)c3ccccc3S2(=O)=O)cc1
 : 22%	0%	4%	10%	-8%[57.5 µM]	4%	6%	4%
Cc1ccc(C)c(NC(=O)Cn2nnc(C(=O)NCc3ccco3)c2N)c1
 : 18%&14%	5%	-15%	6%	?	1%	6%&23%	-1%

# An excerpt from above, limited to EPAC2 ag and EPAC2 antag.
smiles	EPAC2 ag	EPAC2 antag
CC(C)c1ccc(C(C)NC(=O)C2CCCC2)cc1 (configuration not stated)	3%	-1%
Cc1cc(/C=C(/C#N)c2nc3ccccc3[nH]2)c(C)n1-c1cc(C(=O)O)cc(C(=O)O)c1	9%	-4%
Cc1ccccc1Oc1nc2c(C)cccn2c(=O)c1/C=C(\C#N)C(=O)Nc1c(C)n(C)n(-c2ccccc2)c1=O	2%	-1%
COCCn1cnc2c(c1=O)c1nc3ccccc3nc1n2/N=C/c1ccco1	-2%	1%

# Individual results from above:
# TDP43 rescue result of CC(C)c1ccc(C(C)NC(=O)C2CCCC2)cc1 (configuration not stated) reads -10%
# EPAC2 antag result of CCOc1ccc2[nH]c(=O)c(C(c3nnnn3Cc3ccco3)N3CCN(C)CC3)cc2c1 (configuration not stated) reads 4%
# aSyn rescue result of Cc1ccccc1Oc1nc2c(C)cccn2c(=O)c1/C=C(\C#N)C(=O)Nc1c(C)n(C)n(-c2ccccc2)c1=O reads -2%
# EPAC2 ag result of CC1=C(C(=O)N(C(C)C)C(C)C)CC(CC(=O)NC2CCCC2)C(=O)N1Cc1ccc(C(C)(C)C)cc1 (configuration not stated) reads -12%
